Compound activity deposited in PubChem by Dana-Farber Cancer Institute and Novartis Institutes for BioMedical Research (Cambridge, Mass).
USP17 inh: human USP17-like deubiquitinase inhibition. purified USP17, Ub-rhodamine cleavage fluorescence, 3 h. A8MUK1. AID 1645855. 6.5% of 47,000 active. inhibition, % at 50 µM
USP7 block: blocks human USP7 ubiquitin-rhodamine cleavage; 0.3% of 47,000 active; inhibition, % at 20 µM; purified USP7, Ub-rhodamine cleavage fluorescence; AID 1645854
Target sequence (Q93009 whole entry, looked up): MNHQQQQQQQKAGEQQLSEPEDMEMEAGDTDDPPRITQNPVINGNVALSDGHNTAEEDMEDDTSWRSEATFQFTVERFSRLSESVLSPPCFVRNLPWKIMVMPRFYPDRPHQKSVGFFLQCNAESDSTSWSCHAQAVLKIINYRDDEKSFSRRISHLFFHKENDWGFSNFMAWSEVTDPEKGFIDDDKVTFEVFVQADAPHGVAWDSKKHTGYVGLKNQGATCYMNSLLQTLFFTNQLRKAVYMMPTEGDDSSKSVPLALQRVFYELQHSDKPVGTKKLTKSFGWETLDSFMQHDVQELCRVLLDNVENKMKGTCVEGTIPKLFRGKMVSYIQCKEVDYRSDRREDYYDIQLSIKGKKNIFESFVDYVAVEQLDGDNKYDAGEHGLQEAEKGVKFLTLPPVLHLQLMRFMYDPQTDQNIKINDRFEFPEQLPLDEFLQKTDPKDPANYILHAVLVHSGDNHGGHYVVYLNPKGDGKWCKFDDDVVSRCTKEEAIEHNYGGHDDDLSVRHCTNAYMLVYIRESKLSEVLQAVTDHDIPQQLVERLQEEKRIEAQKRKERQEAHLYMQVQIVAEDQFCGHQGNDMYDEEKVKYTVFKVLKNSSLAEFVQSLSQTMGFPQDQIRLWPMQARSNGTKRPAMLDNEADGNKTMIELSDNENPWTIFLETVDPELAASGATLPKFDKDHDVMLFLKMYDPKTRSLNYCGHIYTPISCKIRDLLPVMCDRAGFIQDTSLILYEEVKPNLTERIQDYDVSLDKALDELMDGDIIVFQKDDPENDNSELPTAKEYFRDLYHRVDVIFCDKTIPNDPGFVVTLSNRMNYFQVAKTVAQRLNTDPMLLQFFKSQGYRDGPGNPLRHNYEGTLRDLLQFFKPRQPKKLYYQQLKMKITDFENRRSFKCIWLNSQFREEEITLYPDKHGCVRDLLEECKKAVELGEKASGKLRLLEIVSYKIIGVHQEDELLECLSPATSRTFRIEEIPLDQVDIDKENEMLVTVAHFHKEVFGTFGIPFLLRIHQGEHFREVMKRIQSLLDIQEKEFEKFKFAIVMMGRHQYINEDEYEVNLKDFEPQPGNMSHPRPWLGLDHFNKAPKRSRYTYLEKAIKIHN
USP30 inh: inhibitors of human USP30 deubiquitinase; purified USP30, Ub-rhodamine cleavage fluorescence; AID 1645860; 5.3% of 47,000 active; inhibition, % at 25 µM
OTUD3 block: inhibitors of human OTUD3 deubiquitinase; 0.7% of 47,000 active; Q5T2D3; inhibition, % at 25 µM; purified OTUD3, Ub-rhodamine fluorescence, 2 h
USP10 block: inhibitors of human USP10 deubiquitinase; Q14694; purified USP10, Ub-rhodamine fluorescence, 60 min; inhibition, % at 20 µM; 1.1% of 47,000 active; AID 1645856
USP8 block: human USP8 deubiquitinase inhibition; P40818; purified USP8, Ub-rhodamine cleavage fluorescence, 30 min; inhibition, % at 20 µM; 4.2% of 47,000 active
UCHL1 block: inhibitors of human UCHL1 deubiquitinase. P09936. purified UCHL1, Ub-rhodamine cleavage fluorescence. inhibition, % at 20 µM. 0.2% of 47,000 active. AID 1645859
USP28 inh: blocks human USP28 ubiquitin-rhodamine cleavage; Q96RU2; purified USP28, Ub-rhodamine cleavage fluorescence, 30 min; inhibition, % at 25 µM; 3% of 47,000 active
* marks the source's active call; other numbers are inactive results; / = not tested or not shown. Rule as the data show it: active = inhibition above about 30%; inactive = the rest. The order is random; about 14% have a hit in one of these screens.

cpd	Structure	USP17 inh	USP7 block	USP30 inh	OTUD3 block	USP10 block	USP8 block	UCHL1 block	USP28 inh
1	CCOc1ccccc1-c1cc(C(=O)N2CCC[C@]3(C)NC(=O)CCC[C@H]23)[nH]n1	0	-1	11	-1	-1	10	4	3
2	CCOc1ccc(NC(=O)C2C3C=CC4(O3)C2C(=O)N(C2CCCCCC2)C4C(=O)NC2CCCCC2)cc1 (stereo not drawn)	-11	-149	1	-13	-1	-6	0	-1
3	COc1ccc(-c2cc(=O)oc3c(C)c(OCc4ccccc4F)ccc23)cc1	49*	5	44*	2	7	7	3	5
4	O=C(c1ccc(Cl)cc1)c1c[nH]cc1-c1cccc(Br)c1	-14	2	-3	-7	3	-4	-3	-14
5	COc1nc(OC)nc(N2CCC(c3nc(C)cc(-c4ncc[nH]4)n3)CC2)n1	-10	2	0	0	-1	-39	0	0
6	COc1cc2c(cc1OC)CN(c1ccc(C(N)=O)cc1[N+](=O)[O-])CC2	-17	-130	-6	-6	0	-93	-4	-17
7	Cc1ccc(N2CC(C(=O)NCc3nnnn3-c3ccc(F)c(F)c3)CC2=O)cc1 (stereo not drawn)	9	-5	18	6	1	5	2	8
8	O=C(Cn1cc(C(=O)C(F)(F)F)c2ccccc21)N1CCCC1	-6	-1	/	-1	-1	2	0	/
9	CCCCn1c(=O)[nH]c2c(c1=O)CCC2	4	-1	4	1	0	2	-1	-3
10	CCOc1ccc(NC(=O)CSc2nnc(Cc3cccc4ccccc34)n2C)cc1	65*	-7	46*	7	-1	-5	1	67*
11	O=C(Nc1cccc(S(=O)(=O)N2CCCC2)c1)c1ccc(N2CCOCC2)c([N+](=O)[O-])c1	8	8	23	12	4	0	9	41*
12	O=C(Nc1cc(Cl)cc(Cl)c1)c1csnn1	58*	-4	6	0	7	5	3	3
13	Cc1cc(Nc2nc3ccccc3nc2N2CCN(c3ccccc3F)CC2)n(-c2ccccc2)n1	-8	4	-26	-6	2	-12	2	-13
14	O=C(NCc1ccc(Cl)cc1)C1CCc2nc(N3CCOCC3)ncc2C1 (stereo not drawn)	12	-10	3	15	0	4	2	13
15	CCOC(=O)c1cnc2ccc(C)cc2c1Sc1ccccc1	5	-31	-1	3	-5	-19	-5	1

Remaining list, next part:
cpd	Structure	USP17 inh	USP7 block	USP30 inh	OTUD3 block	USP10 block	USP8 block	UCHL1 block	USP28 inh
16	CC(NC(=O)Cc1cc(-c2ccc(F)cc2)on1)c1ccccc1 (stereo not drawn)	31*	7	21	8	2	13	1	6
17	CCC(C)C(=O)C(C)c1cc(O)c(C(=O)O)c(O)c1C=O (stereo not drawn)	-34	-64	-158	-40	-13	-300	-66	-31
18	Cc1cccc(-c2cccc(C3CCCN(C(=O)c4cnccn4)C3)n2)c1 (stereo not drawn)	8	-5	-38	12	0	3	2	11
19	COc1ccccc1CNC(=O)Cc1cn(C)c2ncccc12	-10	3	-7	0	0	-1	0	-3
20	O=C(Nc1ccccc1)c1cn(-c2ncccc2-c2nc(C3CC3)no2)cn1	0	0	15	12	2	16	0	10
21	Cc1ccc(C)c(Nc2nc(CN3CCOCC3)nc3sc(C)c(C)c23)c1	1	-24	13	17	-5	24	2	6
22	O=C(Nc1ccc2ccccc2n1)c1ccc(Cl)cc1	30*	10	63*	5	12	59*	2	12
23	O=C(Nc1ccc(OC(F)(F)F)cc1)NC1CCCc2ccccc21 (stereo not drawn)	-3	1	-3	2	1	3	-2	-1
24	N#Cc1c(-c2cccnc2)c2c([nH]c1=O)-c1ccccc1SC2	-35	-35	-116	-24	-3	-34	-37	-31
25	O=c1[nH]c2c(cc1CNCCc1ccccc1)c(-c1ccc(F)cc1)nn2-c1ccccc1	/	8	-26	-3	1	66*	-5	-15
26	COc1ccc(CNC(=O)C2CCCN(S(=O)(=O)Cc3ccccc3Cl)C2)cc1 (stereo not drawn)	2	-10	14	-1	6	-8	-4	-13
27	COc1ccccc1Cc1nc(-c2cn(-c3ccc(C)cc3)nn2)no1	-11	3	13	1	11	0	1	3
28	CN(C)c1cccc(C2CN(C(=O)c3ccc4nc[nH]c4c3)CCO2)n1 (stereo not drawn)	0	-6	-15	-5	-1	-7	-2	-6
29	COc1ccc(CNC(=O)c2sc3nc(C)nc(N4CCCC4)c3c2C)cc1	-16	-4	0	-13	0	-4	2	-11
30	COC(=O)c1cc2cc(NS(=O)(=O)c3ccc(Cl)cc3)ccc2s1	16	-94	7	0	24	5	5	11

Remaining list, next part
cpd	Structure	USP17 inh	USP7 block	USP30 inh	OTUD3 block	USP10 block	USP8 block	UCHL1 block	USP28 inh
31	CCOc1ccc(CN2C(=O)c3ccccc3C2C(=O)NCc2ccccc2OC)cc1 (stereo not drawn)	40*	6	33*	14	1	17	3	15
32	COc1ccc2c(c1)C=C(C(=O)Nc1ncc(Cc3ccc(C)cc3)s1)C=CO2	-3	3	-16	-1	9	-14	4	6
33	Cc1ccc(N2CCC(NC(=O)NCc3ccccc3)C2=O)cc1C (stereo not drawn)	6	8	3	-11	10	20	3	1
34	CCN(CCCNC(=O)c1cc2c(=O)n(C)c3ccccc3c2s1)c1cccc(C)c1	3	2	-5	0	2	3	0	-9
35	Cc1noc(CN2CCC(C3CCCCCN3S(=O)(=O)c3ccccc3)CC2)n1 (stereo not drawn)	-5	-4	-10	-8	-4	0	-1	-6
36	CC[C@H]1OC(=O)[C@H](C)[C@@H](O[C@H]2C[C@@](C)(OC)[C@@H](O)[C@H](C)O2)[C@H](C)[C@@H](O[C@@H]2O[C@H](C)C[C@H](N(C)C)[C@H]2O)[C@](C)(O)C[C@@H](C)C(=O)[C@H](C)[C@@H](O)[C@H]1C	15	0	-2	5	-6	-2	2	5
37	Cn1ccnc1C1(O)CCN(C(=O)Cc2ccccc2)CC1	1	0	0	-7	3	-1	-4	-13
38	O=C(c1sc2ccccc2c1Cl)N(Cc1cc2cc3c(cc2[nH]c1=O)OCO3)CC1CCCO1 (stereo not drawn)	-3	0	-35	-17	-2	-4	-3	-11
39	Fc1ccccc1Cc1nnc(C2(c3cccc(Br)c3)CCOCC2)o1	3	-33	0	6	0	-5	0	-9
40	CCc1c(C)sc(NC(=O)c2ccccc2)c1C(=O)N1CCOCC1	27	2	21	6	0	-30	0	4
41	COc1cc2nc(NC(=O)c3ccc(OC(F)(F)F)cc3)sc(=O)c2cc1OC	3	-2	8	-3	0	2	-1	0
42	COc1ccc(NC(=O)Cn2cnc(NC(=O)c3ccccc3)n2)cc1	46*	0	-1	0	-14	26	-1	10
43	Cc1cccc(NC(=O)C2CCCN(C(=O)c3cc(-c4cccnc4)n[nH]3)C2)c1 (stereo not drawn)	6	2	12	9	0	1	0	6
44	COC(=O)[C@H]1[C@H](O)[C@H](C)[C@@H](O)[C@](C)(O)/C=C(\C)C2=C3C(=C(C)C(=O)c4c(O)c(c(C)c(OC(C)=O)c43)NC(=O)/C(C)=C/C=C\[C@@](C)(O)[C@@H](O)[C@@H](C)[C@H]1O)OCO2	26	-42	-226	-49	-12	-83	-4	-24
45	CN1C(=O)C2(CCN(C(=O)Cc3ccc(Cl)cc3)C2)c2ccccc21 (stereo not drawn)	-1	-23	0	-1	-1	5	-3	1

More results:
cpd	Structure	USP17 inh	USP7 block	USP30 inh	OTUD3 block	USP10 block	USP8 block	UCHL1 block	USP28 inh
46	CN(C)C(=O)C1Cn2ccnc2C2(CCN(C(=O)NC3CCCC3)CC2)O1 (stereo not drawn)	-2	6	-12	2	0	-6	0	-3
47	O=C(CSc1ccccc1)N1CCc2c(nc(-c3ccc(F)cc3)[nH]c2=O)C1	-2	0	15	8	0	0	0	11
48	Cc1ccccc1CNc1nc2ccncc2n(C(C)C)c1=O	5	-1	8	0	0	14	3	15
49	O=C(CC1SC(=O)NC1=O)Nc1ccc(Cl)cc1 (stereo not drawn)	2	3	/	-8	3	3	0	/
50	O=C(NC1CCCC1)C1CN(C(=O)c2ccccc2F)CC12CCOCC2 (stereo not drawn)	11	0	3	13	0	3	0	5
51	N#Cc1c(-c2ccc(F)cc2)c2c([nH]c1=O)-c1ccccc1OC2	13	-7	-36	0	16	65*	1	1
52	CN(C)c1cccc(C(=O)OCC(=O)Nc2ccc(Cl)cn2)c1	0	1	-16	1	4	6	5	0
53	COc1ccc(CCNc2ncnc3[nH]ncc23)cc1OC	-9	0	-2	-1	0	0	0	-11
54	Nc1ncc2c(n1)CCN(c1ncc(C(F)(F)F)cc1Cl)C2	-1	-2	-49	-18	-6	-6	-1	-16
55	CN(CCc1ccccc1)c1nccc(N2CCN(C(=O)c3csc(-c4cccnc4)n3)CC2)n1	19	9	51*	12	10	0	6	27
56	CN(C)c1ccc(S(=O)(=O)N2CCCCC2)cc1NC(=O)COc1ccccc1	5	5	9	4	5	-2	0	0
57	CN(C)[C@@H]1CN(C(=O)CCn2nnc3ccccc32)C[C@H]1O	-2	2	1	-5	-4	-319	1	-3
58	CCN1C[C@H]2COc3cc(OC)ccc3[C@H]2N(C(=O)c2ccc(OC)cc2)CCC1=O	4	0	14	12	1	10	2	6
59	O=C(c1ccc(F)cc1-n1cnnn1)N1CCN(c2ccccc2)CC1	-5	-2	-3	-8	2	11	-1	-9
60	Cc1nccc(C(=O)N2[C@@H](c3ccccc3)C[C@@]3(C)[C@H](O)[C@H](O)CCC[C@@H]23)n1	-7	0	-22	-9	-3	-4	-4	-9

Overlap with the part before: 4 entries, then new ones.
cpd	Structure	USP17 inh	USP7 block	USP30 inh	OTUD3 block	USP10 block	USP8 block	UCHL1 block	USP28 inh
57	CN(C)[C@@H]1CN(C(=O)CCn2nnc3ccccc32)C[C@H]1O	-2	2	1	-5	-4	-319	1	-3
58	CCN1C[C@H]2COc3cc(OC)ccc3[C@H]2N(C(=O)c2ccc(OC)cc2)CCC1=O	4	0	14	12	1	10	2	6
59	O=C(c1ccc(F)cc1-n1cnnn1)N1CCN(c2ccccc2)CC1	-5	-2	-3	-8	2	11	-1	-9
60	Cc1nccc(C(=O)N2[C@@H](c3ccccc3)C[C@@]3(C)[C@H](O)[C@H](O)CCC[C@@H]23)n1	-7	0	-22	-9	-3	-4	-4	-9
61	O=C(C1CN(C(=O)Cn2cnc3ccccc3c2=O)c2ccccc2O1)N1CCOCC1 (stereo not drawn)	-9	-10	-27	-13	-14	-26	-9	-21
62	Cc1cccc(-n2ncc(C(=O)Nc3cccc(F)c3)c2-n2cccc2)c1	11	9	34*	14	5	15	7	16
63	COc1ccccc1OC[C@@H]1C[C@@]1(C(=O)N1CCOCC1)c1ccccc1OC	0	-1	6	-1	-2	0	-2	-2
64	Cc1cc(NCC(=O)Nc2ccccc2C)n2nc(-c3cccnc3)nc2n1	-11	0	23	14	-2	-201	1	-7
65	COc1cc(NC(=O)c2csc(-c3ccc(C)n3C)n2)cc(OC)c1	11	8	-25	-13	2	11	8	-7
66	O=C(Cc1nnc(-c2cnccn2)o1)NCc1ccc(F)cc1	5	2	1	5	-1	1	4	0
67	Cn1cc(C(=O)N2CCN(c3ccccc3F)CC2)nn1	-10	4	0	-4	4	1	-2	-2
68	COc1cccc(CNC(=O)C2CSC3(CCN(C)CC3)N2C(C)=O)c1 (stereo not drawn)	-2	0	-5	0	0	3	-3	-4
69	COc1ccc(C(=O)NCCc2csc(-c3ccccc3)n2)c(OC)c1	20	-1	-18	10	5	20	6	22
70	Cc1cc(-c2ncc[nH]2)nc(C2CCN(Cc3cncs3)CC2)n1	2	3	8	6	-5	-9	-1	2
71	CCCc1cc(=O)oc2cc(OCC(=O)NCC(=O)N3CCC4(O)CCCCC4C3)ccc12 (stereo not drawn)	0	-4	2	-1	0	-1	-1	-5
72	CCCn1nnc(NCc2ccc(OCc3ccc(Cl)cc3Cl)cc2)n1	6	7	28	10	1	9	0	12
73	Cc1ccccc1NS(=O)(=O)c1ccc2onc(C(=O)N3CCOCC3)c2c1	-16	1	0	-1	0	-11	1	-8
74	O=S(=O)(c1cc(F)cc(F)c1)N1CCCN(c2cc(-c3ccccn3)[nH]n2)CC1	-12	-1	15	10	2	-191	-1	9
75	CCCN1CCN(C(=O)c2nc(N3CCC(C)CC3)c3cn(C)nc3n2)CC1	-18	-4	-36	-14	-8	-10	-2	-17

Taken from above:
Reading for #72 under USP30 inh: 28
Reading for #75 under USP7 block: -4
Reading for #66 under USP30 inh: 1
Reading for #68 under UCHL1 block: -3
Reading for #73 under USP8 block: -11
Reading for #64 under USP30 inh: 23

(listing goes on)
cpd	Structure	USP17 inh	USP7 block	USP30 inh	OTUD3 block	USP10 block	USP8 block	UCHL1 block	USP28 inh
76	O=C(CN1CCN(c2nc3ccccc3s2)CC1)Nc1ccc([N+](=O)[O-])cc1	0	4	14	-3	12	26	-2	-5
77	CN(C)c1cc(C(=O)NC2CC2)c2ccccc2n1	-21	1	-4	-6	1	1	-3	-6
78	CC(C)CC(O)C(=O)O (stereo not drawn)	-5	6	17	-3	4	8	-2	-4
79	COc1cccc(OC)c1C(=O)NCC(c1cccs1)N1CCOCC1 (stereo not drawn)	0	1	3	3	0	2	1	8
80	COc1ccc(OC)c(-c2csc(N(CCCN3CCOCC3)C(=O)c3ccco3)n2)c1	8	3	-6	2	2	14	10	3
